Pf Dd2 growth: blocks growth of Plasmodium falciparum Dd2 parasites; P. falciparum Dd2 growth, SYBR Green, 72 h; stronger effect = lower value; activity change, % at 10 µM; actives 2.3% (n = 94,000); in the data active = activity change below about -80%; inconclusive = no clear call, values can overlap the other calls
C diff growth: C. difficile growth inhibition; Clostridium difficile clinical isolate growth, OD600, 24 h; stronger effect = lower value; growth activity, negative = inhibition, % at 16 µg/mL (by protocol); actives 0.25% (n = 86,000);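 active = mean growth activity at or below -80% and every replicate also at or below -80%; inconclusive = mean at or below -80% but some replicate above -80%; inactive = mean growth activity above -80%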;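 note: 0% = DMSO wells and -100% = levofloxacin 16 µg/mL wells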
KDM4C inh: KDM4C (human) demethylase inhibition | actives 0.15% (n = 96,000) | GST-KDM4C 2-372, H3K9me3 peptide, LANCE TR-FRET | AID 720574 | inhibition, % at 12.5 µM | Q9H3R0;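 active = mean replicate inhibition above about 25%, with at least 55% of replicates also reaching it, limit read from the data, passing the limit was not always enough; inconclusive = only one of those two conditions met; inactive = neither condition met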
Target sequence (Q9H3R0 2-372 limits assumed): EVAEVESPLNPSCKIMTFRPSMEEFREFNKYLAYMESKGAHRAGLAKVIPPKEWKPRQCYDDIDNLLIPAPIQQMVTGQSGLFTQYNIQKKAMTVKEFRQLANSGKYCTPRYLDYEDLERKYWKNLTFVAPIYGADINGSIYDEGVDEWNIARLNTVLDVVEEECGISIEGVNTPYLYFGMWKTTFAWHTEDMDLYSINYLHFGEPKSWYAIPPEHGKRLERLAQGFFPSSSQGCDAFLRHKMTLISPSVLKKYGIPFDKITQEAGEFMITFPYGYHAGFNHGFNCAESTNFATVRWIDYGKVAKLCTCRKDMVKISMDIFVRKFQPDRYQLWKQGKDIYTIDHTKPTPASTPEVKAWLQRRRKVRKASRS
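Material: GST-tagged GASC-1 (JMJD2C) catalytic fragment, aa 2-372 / Quantity: enzyme final amount 10 nM / Medium: HEPES buffer, pH 7.5, plus ascorbate / Doses: one test concentration per compound / Incubation: 30 min reaction, 60 min detection, RT / Measured by: LANCE TR-FRET / Read-out: inhibition from TR-FRET ratio decrease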
T cruzi growth: inhibitors of T. cruzi proliferation; T. cruzi beta-gal in NIH3T3, GalScreen luminescence, 90 h; inhibition, % at 8.34 µM; actives 5.9% (n = 77,000);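 active = mean inhibition above about 93%, with at least 55% of replicates each passing it, limit read from the data, passing the limit was not always enough; inconclusive = only one of those two conditions holds; inactive = neither condition holds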
An asterisk follows results filed as active; ? = inconclusive; . = not tested or not shown; & = joins results of further samples; ! = a repeat was not active. Random draw from the library; overall some 7.3% were active at least once.

mol | Pf Dd2 growth | C diff growth | KDM4C inh | T cruzi growth
COc1ccc(NC(=O)N(C)C[C@@H]2OCCCC[C@@H](C)Oc3ccc(NC(=O)Nc4ccc(C(F)(F)F)cc4)cc3C(=O)N([C@@H](C)CO)C[C@H]2C)cc1 | 25 | 3 | -0.8 | -10
Cc1ccc(S(=O)(=O)Nc2ccc3c(c2)C(=O)N([C@H](C)CO)C[C@@H](C)[C@H](CN(C)C(=O)Nc2ccccc2)O3)cc1 | -1 | -7 | -0.7 | -9
C[C@H](CO)N1C[C@H](C)[C@H](CN(C)C(=O)NC2CCCC2)Oc2cc(-c3cccnc3)ccc2S1(=O)=O | -6 | 1 | -1.6 | .
C[C@H]1CN([C@@H](C)CO)C(=O)c2cc(NS(=O)(=O)c3ccccc3)ccc2O[C@@H]1CN(C)C(=O)Nc1ccc(C(F)(F)F)cc1 | 3 | . | 0.3 | 37
Cc1noc(C)c1S(=O)(=O)Nc1ccc2c(c1)C(=O)N([C@@H](C)CO)C[C@@H](C)[C@@H](CN(C)C(=O)Nc1cccc3ccccc13)OCCCC[C@H](C)O2 | -87* | 13 | 0.3 | 73
COCCNC(=O)[C@H]1[C@H](CO)[C@H]2Cn3c(ccc(-c4ccccc4F)c3=O)[C@H]2N1C(=O)C1CCC1 | -9 | -2 | -0.8 | .
CC(=O)N1[C@H](CO)[C@@H](c2ccccc2)C12CN(C(=O)Cc1ccccc1)C2 | -18 | 6 | 2.9 | .
CNC[C@@H]1OCCCC[C@@H](C)Oc2ccc(NS(=O)(=O)c3ccc(OC)cc3)cc2C(=O)N([C@H](C)CO)C[C@@H]1C | -8 | 0 | -0.7 | 20
Cc1noc(C)c1S(=O)(=O)Nc1ccc2c(c1)CC(=O)N([C@@H](C)CO)C[C@H](C)[C@H](CN(C)Cc1ccncc1)O2 | 27 | -4 | 0.0 | -40
COCC#Cc1cnc2c(c1)C(=O)N([C@H](C)CO)C[C@@H](C)[C@H](CN(C)Cc1ccccc1F)O2 | -28 | 2 | -0.8 | -7
Cc1noc(C)c1S(=O)(=O)Nc1ccc2c(c1)C(=O)N([C@@H](C)CO)C[C@@H](C)[C@@H](CN(C)S(=O)(=O)c1cccs1)OCCCC[C@@H](C)O2 | -47 | -11 | -1.2 | 78
COc1ccc(NC(=O)N(C)C[C@H]2Oc3ccc(NS(C)(=O)=O)cc3CC(=O)N([C@H](C)CO)C[C@H]2C)cc1 | 4 | -4 | 11 | 27
Cc1ccccc1-c1ccc([C@H]2[C@@H](CO)N3C(=O)CN(C(=O)c4ccccc4)C[C@@H]23)cc1 | -23 | 10 | -0.8 | .
CNC[C@H]1OCCCC[C@@H](C)Oc2ccc(NC(=O)CCC(F)(F)F)cc2C(=O)N([C@@H](C)CO)C[C@@H]1C | 29 | -4 | -1.2 | -14
COc1ccc(NC(=O)N(C)C[C@@H]2OCCCC[C@@H](C)Oc3ccc(NS(=O)(=O)c4cn(C)cn4)cc3C(=O)N([C@@H](C)CO)C[C@H]2C)cc1 | 16 | -10 | -0.6 | 18
COc1ccc(CN(C)C[C@@H]2OCCCC[C@H](C)Oc3ccc(NC(=O)NC(C)C)cc3C(=O)N([C@H](C)CO)C[C@@H]2C)cc1 | -23 | 1 | 0.7 | 48
COc1ccc(CN(C)C[C@@H]2Oc3ccc(NC(=O)Cc4cn(C)c5ccccc45)cc3CC(=O)N([C@H](C)CO)C[C@@H]2C)cc1 | -65 | -14 | -5.5 | 78
C[C@@H]1CN([C@@H](C)CO)C(=O)Cc2cc(N(C)C)ccc2O[C@@H]1CN(C)C(=O)Nc1ccccc1 | 4 | -2 | 5.0 | 19
C[C@@H]1CN([C@H](C)CO)C(=O)CCCn2nncc2CO[C@@H]1CN(C)S(=O)(=O)c1cccc(F)c1 | 7&-25 | 1&14 | 0.3 | 144*!
CCNC(=O)C[C@H]1CC[C@H]2[C@@H](COc3ccc(NC(=O)Nc4ccc(C#N)cc4)cc3C(=O)N2C)O1 | 7 | -3 | -1.3 | 6

Four of the compounds above, with two lines to a compound.
Results follow in this order: Pf Dd2 growth	C diff growth	KDM4C inh	T cruzi growth
- Cc1noc(C)c1S(=O)(=O)Nc1ccc2c(c1)CC(=O)N([C@@H](C)CO)C[C@H](C)[C@H](CN(C)Cc1ccncc1)O2
  27	-4	0.0	-40
- COCC#Cc1cnc2c(c1)C(=O)N([C@H](C)CO)C[C@@H](C)[C@H](CN(C)Cc1ccccc1F)O2
  -28	2	-0.8	-7
- Cc1noc(C)c1S(=O)(=O)Nc1ccc2c(c1)C(=O)N([C@@H](C)CO)C[C@@H](C)[C@@H](CN(C)S(=O)(=O)c1cccs1)OCCCC[C@@H](C)O2
  -47	-11	-1.2	78
- COc1ccc(NC(=O)N(C)C[C@H]2Oc3ccc(NS(C)(=O)=O)cc3CC(=O)N([C@H](C)CO)C[C@H]2C)cc1
  4	-4	11	27

Going on with the list.
mol | Pf Dd2 growth | C diff growth | KDM4C inh | T cruzi growth
CN(C)CC(=O)Nc1ccc2c(c1)[C@@H]1C[C@H](CC(=O)N3CCN(C)CC3)O[C@H](CO)[C@@H]1O2 | 34 | -1 | 1.5 | -5
CO[C@H]1CN(C)C(=O)c2cc(NC(C)=O)ccc2OC[C@H](C)N(C(=O)c2ccccn2)C[C@H]1C | -16 | -4 | 1.6 | -2
C[C@@H]1CN([C@H](C)CO)C(=O)c2cc(NS(=O)(=O)c3ccc(Cl)cc3)ccc2O[C@@H]1CN(C)C(=O)Nc1ccc(F)cc1 | -48 | -1 | 0.3 | -2
C[C@@H]1CN([C@H](C)CO)S(=O)(=O)c2ccc(-c3ccc(C#N)cc3)cc2O[C@H]1CN(C)C(=O)CN(C)C | . | 3 | 1.6 | -31
O=C(C[C@@H]1CC[C@H]2[C@@H](COC[C@@H](O)CN2C(=O)c2ccc(F)cc2)O1)Nc1ccc(-c2ccccc2)cc1 | -36 | 37&8 | -2.9 | 32
CN1CCN(C(=O)C[C@H]2CC[C@@H]3[C@@H](COc4ccc(NC(=O)c5cscn5)cc4C(=O)N3C)O2)CC1 | 9 | -4 | 2.3 | -30
O=C(N[C@@H]1CC[C@@H](CCn2cc(-c3ccccc3F)nn2)O[C@H]1CO)c1ccc2c(c1)OCO2 | -56 | . | -1.2 | 41
CO[C@@H]1CN(C)C(=O)c2cc(NC(=O)NC(C)C)ccc2OC[C@@H](C)N(Cc2ccccn2)C[C@@H]1C | 10 | . | 1.6 | 2
C[C@@H]1CN([C@H](C)CO)S(=O)(=O)c2ccc(-c3ccc(F)cc3)cc2O[C@@H]1CN(C)CC1CC1 | -46 | -2 | 3.9 | .
O=C(C[C@@H]1CC[C@H](NS(=O)(=O)c2ccccc2)[C@H](CO)O1)NCc1ccncn1 | 27 | 6 | 0.7 | 13
COCC#Cc1cnc2c(c1)C(=O)N([C@@H](C)CO)C[C@H](C)[C@@H](CN(C)C(=O)C1CCOCC1)O2 | 32 | 0 | -0.6 | -66
COc1ccc(CN(C)C[C@H]2OCCCC[C@@H](C)Oc3ccc(NC(=O)Nc4ccc(OC)cc4)cc3C(=O)N([C@@H](C)CO)C[C@@H]2C)cc1 | -65 | . | . | 81
Cc1noc(C)c1NC(=O)Nc1ccc2c(c1)C(=O)N([C@H](C)CO)C[C@H](C)[C@H](CN(C)S(=O)(=O)c1c(C)noc1C)OCCCC[C@H](C)O2 | -19 | -5 | -0.2 | -7
O=S(=O)(c1ccc(F)cc1)N1CCCCN2[C@H](C1)[C@@H](c1ccc(C#CC3CCCC3)cc1)[C@@H]2CO | -59 | -2 | . | 80
O=C(C[C@@H]1CC[C@H](NC(=O)Nc2ccccc2F)[C@H](CO)O1)NCc1ccc(-c2ccccc2)cc1 | 2 | -6 | -0.9 | .
C[C@H](CO)N1C[C@H](C)[C@H](CN(C)C(=O)Nc2ccc3c(c2)OCO3)Oc2ccc(NC(=O)Nc3cccc4ccccc34)cc2CC1=O | -16 | 3 | -0.8 | 13
CCC(=O)NC[C@H]1N[C@H](CO)[C@@H]1c1ccc(-c2cccc(C#N)c2)cc1 | -20 | 5 | -2.8 | 7
CCCN(C)C[C@H]1OCc2cn(nn2)CCCC(=O)N([C@@H](C)CO)C[C@H]1C | -18 | -2 | 0.0 | 0
Cc1noc(C)c1S(=O)(=O)Nc1ccc2c(c1)C(=O)N([C@H](C)CO)C[C@H](C)[C@@H](CN(C)Cc1ccc(C(=O)Nc3ccccc3N)cc1)O2 | -67 | 9 | 1.1 | .
C[C@H]1CN([C@@H](C)CO)C(=O)Cc2cc(NS(C)(=O)=O)ccc2O[C@@H]1CN(C)C(=O)Nc1ccccc1 | 21 | -2 | 1.0 | .
COc1cccc(S(=O)(=O)N(C)C[C@H]2Oc3ncc(C#CCN(C)C)cc3C(=O)N([C@H](C)CO)C[C@H]2C)c1 | -3 | 0 | 5.9 | 65
O=C(CC1CC1)N1[C@H](CO)[C@H](c2ccccc2)C12CN(S(=O)(=O)c1ccccc1)C2 | -5 | -7 | -2.9 | .
C[C@H]1CN([C@@H](C)CO)C(=O)Cc2cc(NS(=O)(=O)c3ccc(Cl)cc3)ccc2O[C@H]1CN(C)C(=O)Nc1cccc2ccccc12 | -44 | -8 | -1.4 | 5
CO[C@H](CN(C)C(=O)C1CCOCC1)[C@@H](C)CN(C(=O)Nc1ccc(F)cc1)[C@@H](C)CO | 39 | . | -0.4 | -26
C[C@H](CO)N1C[C@H](C)[C@@H](CN(C)C(=O)C2CCC2)Oc2cc(Br)ccc2S1(=O)=O | 21 | . | 1.0 | 21
COc1ccc(-c2cnc3c(c2)C(=O)N([C@@H](C)CO)C[C@H](C)[C@@H](CN(C)C(=O)Cc2ccncc2)O3)cc1 | -70 | -3 | 0.7 | 70
O=C(Nc1ccc(Cl)cc1)N[C@@H]1CC[C@@H](CCn2cc(C3(O)CCCC3)nn2)O[C@@H]1CO | -58 | . | 1.6 | 7
Cc1noc(C)c1NC(=O)Nc1ccc2c(c1)C(=O)N([C@H](C)CO)C[C@@H](C)[C@H](CN(C)S(=O)(=O)c1cccs1)OCCCC[C@H](C)O2 | -43 | -2 | -1.7 | 9
O=C(c1cccnc1)N1CCCCN2[C@@H](CO)[C@H](c3ccc(C#Cc4ccccc4)cc3)[C@@H]2C1 | 5 | 39 | . | ?
C[C@H]1CN([C@@H](C)CO)C(=O)c2cc(/C=C/c3ccccc3)cnc2O[C@H]1CN(C)S(C)(=O)=O | 10 | 0 | -3.5 | 2
CC=Cc1ccc2n(c1=O)C[C@H]1[C@H](CO)[C@@H](C(=O)NCC(F)(F)F)[C@@H]2N1C(=O)CC (mixture of isomers) | 7 | -3 | 0.3 | 79
O=C(C[C@@H]1CC[C@H]2[C@@H](COC[C@H](O)CN2Cc2cccc(-c3ccncc3)c2)O1)N1CCCCC1 | -12 | . | -1.7 | 70
COc1ccc(NC(=O)Nc2ccc3c(c2)C(=O)N([C@@H](C)CO)C[C@@H](C)[C@H](CN(C)Cc2ccc(C(F)(F)F)cc2)OCCCC[C@@H](C)O3)cc1 | -85* | 7 | -0.2 | 72
CC(C)NC(=O)Nc1ccc2c(c1)C(=O)N([C@@H](C)CO)C[C@H](C)[C@@H](CN(C)Cc1ccccc1)OCCCC[C@H](C)O2 | -31 | 1 | 5.6 | 18
CNC[C@H]1Oc2ccc(NC(=O)C3CCCCC3)cc2C(=O)N([C@@H](C)CO)C[C@@H]1C | 11 | 0 | -0.8 | 3
C[C@@H]1CCCCO[C@H](CN(C)S(=O)(=O)c2cn(C)cn2)[C@H](C)CN([C@@H](C)CO)C(=O)c2cc(NS(=O)(=O)c3ccc(Cl)cc3)ccc2O1 | -25 | -2 | -0.8 | -15
C[C@H]1CN([C@@H](C)CO)C(=O)CCCn2nncc2CO[C@@H]1CN(C)C(=O)c1ccc(N2CCN(C)CC2)cc1 | -6 | -1 | -0.2 | -1
C[C@H]1CN([C@@H](C)CO)C(=O)c2cccc(NC(=O)Nc3ccc(F)cc3)c2O[C@@H]1CN(C)C(=O)Nc1ccccc1 | 15 | 8 | 5.2 | -27
C[C@H]1CN([C@@H](C)CO)S(=O)(=O)c2ccc(/C=C/c3ccccc3)cc2O[C@@H]1CN(C)C(=O)NC1CCCC1 | -27 | -2 | -2.4 | 99*
C[C@@H]1CN([C@@H](C)CO)C(=O)c2ccccc2-c2ccccc2CO[C@@H]1CN(C)Cc1cccc(F)c1 | 8 | 2 | 0.7 | 78

(further entries)
SMILES,Pf Dd2 growth,C diff growth,KDM4C inh,T cruzi growth
COc1ccc(NC(=O)Nc2cccc3c2O[C@H](CN(C)C(=O)Nc2c(C)noc2C)[C@H](C)CN([C@H](C)CO)C3=O)cc1,-14,-1,-0.9,14
Cc1cccc(S(=O)(=O)N2CC[C@H]3[C@H](CO)Nc4ccc(-c5ccccc5F)cc4[C@H]32)c1,36,-7,-1.7,63
C[C@H]1CN([C@@H](C)CO)S(=O)(=O)c2ccc(-c3ccccc3)cc2O[C@@H]1CN(C)S(C)(=O)=O,-14,-2,0.3,17
C[C@@H]1CN([C@H](C)CO)C(=O)Cc2cc(NC(=O)CCN3CCOCC3)ccc2O[C@H]1CN(C)C(=O)Nc1ccccc1,37,-1,-1.4,26
C[C@H](CO)N1C[C@H](C)[C@H](CN(C)Cc2ccccc2)Oc2ccc(NC(=O)Nc3ccc(C(F)(F)F)cc3)cc2C1=O,8,33,-2.8,45
